M17LAP inhibition: P. falciparum M17LAP inhibitors, primary screen, biochemical, fluorogenic H-Leu-NHMec substrate, 1536-well (AID 1619); recombinant M17LAP, H-Leu-NHMec fluorogenic kinetic assay; higher % means a stronger effect; inhibition, % at 30 µM; hits with a dose series show IC50 in µM; 0.38% of 220,000 active;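 active means compound inhibiting the enzyme by more than half at any dose during confirmatory dose-response retesting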;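 further: plate controls were full reaction with DMSO carrier for no effect and no enzyme background for full effect; strong numbers were not always called active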
LYP inhibition: inhibitors of LYP phosphatase, biochemical, fluorescence intensity, uHTS (AID 1779); 0.054% of 290,000 active; recombinant LYP phosphatase, fluorescence intensity; higher % means a stronger effect; inhibition, % at 11.5 µM, or IC50 in µM where a hit was titrated;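 further: plate controls were vehicle with enzyme for no effect and no enzyme for full effect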
AID2073: inhibitors of Mint1-CaV2.2 protein interaction, biochemical, HTRF (AID 2073). HTRF protein-protein interaction, Mint1-CaV2.2; higher % means a stronger effect. inhibition, % at 20 µM, or IC50 in µM where a hit was titrated. 0.19% of 290,000 active; in the data active means inhibition mostly above about 51%, no sharp cut-off; further: some results filed as inactive read as strong as hits
Siah-1 displacement: blockers of Siah-1 interaction with plectin peptide – biochemical, fluorescence polarization, rhodamine-plectin, uHTS, primary screen (AID 1817). Siah-1 / rhodamine-plectin peptide fluorescence polarization; higher % means a stronger effect. one-dose displacement, % at 20 µM; IC50 in µM for titrated hits. 0.02% of 290,000 active;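 active means displacement of at least 50% at 20 µM, with a fluorescence ratio check between 0.3 and a set limit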;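 further: plate controls were Siah plus tracer with DMSO for no effect and tracer alone without Siah for full effect; strong numbers were not always called active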
M1AAP inhibition: P. falciparum M1AAP inhibitors, biochemical, fluorogenic H-Leu-NHMec substrate, 1536-well (AID 1445) | recombinant M1AAP, H-Leu-NHMec fluorogenic kinetic assay; higher % means a stronger effect | inhibition, % at 30 µM, or IC50 in µM where a hit was titrated | 0.42% of 220,000 active;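 active means primary inhibition above the hit cutoff, then over 50% inhibition at one or more dose response concentrations, cut at about 23% in these data, passing the limit was not always enough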;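 further: plate controls were DMSO full reaction for no effect and no enzyme background for full effect; strong numbers were not always called active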
Hep lipid drop: modulators of hepatic lipid droplet formation. 0.4% of 240,000 active. inhibition, % at 6.5 µM. AML12 mouse hepatocytes, oleate lipid droplets, BODIPY imaging;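 active means lipid droplet intensity inhibited by at least 50%, with more than 500 cells counted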
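Assay system: AML12 hepatocytes (mouse) / Also added: 100 µM oleic acid challenge / Times: overnight treatment with compound plus oleate / Detection: high-content imaging of BODIPY-stained droplets and DAPI nuclei / Evaluation: % inhibition of lipid droplet signal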
XIAP antagonists: XIAP antagonists, biochemical, IAP family, fluorescence polarization (AID 1018); XIAP BIR domain, fluorescence polarization peptide displacement; higher % means a stronger effect; 0.007% of 200,000 active; displacement, % at 20 µM; hits with a dose series show IC50 in µM; in the data active means displacement above about 50%; further: a part of the inactive calls stands beside numbers as strong as those of hits
NOD2 inhibition: inhibition of NOD2-driven NF-kB reporter – cell-based, luminescence, uHTS, HEK293 (AID 1566); one-dose inhibition, % at 4 µM; EC50 in µM for titrated hits; HEK293 NOD2/NF-kB luciferase reporter, luminescence; higher % means a stronger effect; 0.63% of 290,000 active; further: many of its hits are not listed in these tables
ER stress rescue: rescue of cells from ER stress-induced death, primary screen, 384-well, CSM14.1, thapsigargin, ATP luminescence (AID 1222); CSM14.1 thapsigargin-induced death rescue, ATP luminescence; higher % means a stronger effect; cellular ATP content (survival), % at 20 µM, or EC50 in µM where a hit was titrated; 190,000 tested, under 10 active;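 active means EC50 below 50 µM in the dose-response confirmation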;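 further: death triggered by thapsigargin at about 15 µM added after 2 h compound pretreatment; cell ATP read after overnight thapsigargin exposure of roughly 18 to 22 hours; normalized against plate controls of thapsigargin alone and 5% DMSO vehicle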
Hep lipid drop cells 6.5 µM: also measured in Hep lipid drop; calls as there; cell count; measured here: cell count, cytotoxicity flag;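 cells counted across two imaged fields per well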
Starred values were filed as active, the others as inactive; nt = no result given. Unless noted, no stated cut-off is given here; in the data, active means inhibition above about 50%; inactive means the rest.

SMILES	M17LAP inhibition	LYP inhibition	AID2073	Siah-1 displacement	M1AAP inhibition	Hep lipid drop	Hep lipid drop cells 6.5 µM	XIAP antagonists	NOD2 inhibition	ER stress rescue
O=C(Nc1ccc(O)cc1)c1ccc(C(=O)c2ccccc2)o1	1%	-1%	0%	-3%	13%	17	752	-0.2%	-19%	-5.4%
CC(C)c1nc2ccc(C(=O)O)cc2[nH]1	2%	-1%	7%	-3%	-2%	6	792	-2.1%	-2%	-0.1%
CCOC(=O)C1CCCN(S(=O)(=O)c2c(C)c(C)cc(C)c2C)C1 (stereo not drawn)	10%	7%	-3%	-4%	1%	-23	598	-2.4%	-3%	-2.7%
O=C1CN(c2ccccc2)C(=S)N1c1ccccc1	nt	-5%	-7%	7%	nt	nt	nt	nt	-5%	nt
COc1cc(C2NC(=O)NC(C)=C2C(=O)OCC2CCCO2)cc(OC)c1OC (stereo not drawn)	nt	-8%	-4%	-1%	nt	5	740	-4.6%	3%	1.6%
O=C1CCCN2N=C(SCC(=O)N3CCCCC3)SC2=N1	nt	-7%	-22%	6%	nt	-13	666	nt	6%	nt
CCOCCCNC(=O)c1ccc(Cn2c(=S)[nH]c3c([nH]c4ccc(OC)cc43)c2=O)cc1	6%	-9%	28%	-6%	9%	1	695	-6.7%	-21%	0.6%
CC(C)(C)NC(=O)C(c1ccncc1)N(Cc1cccs1)C(=O)Cn1nnc(-c2cccs2)n1 (stereo not drawn)	-1%	-11%	-3%	-5%	6%	nt	nt	-6.3%	-4%	1.9%
COc1ccc(-n2nc(C(=O)NCC(=O)N3CCOCC3)c3ccccc3c2=O)c(OC)c1	nt	2%	11%	-3%	nt	-1	815	nt	-7%	nt
Cc1ccc(OCC(=O)NC2CC(C)(C)NC(C)(C)C2)c(C)c1	-10%	-6%	5%	0%	0%	4	727	-2.0%	5%	-1.7%
O=C(c1ccc(S(=O)(=O)N2CCOCC2)cc1)N(c1ccc(F)cc1)C1C=CS(=O)(=O)C1 (stereo not drawn)	-5%	0%	7%	4%	6%	-2	626	-6.1%	2%	-1.4%
CC(C)Cn1c(-c2ccc(Cl)cc2)cnc1SCC(=O)N1CCOCC1	2%	-8%	3%	-1%	6%	nt	nt	-2.1%	13%	3.3%
COC(=O)CCC(=O)NNC(=O)c1cccc(Br)c1	13%	-5%	5%	0%	2%	42	702	-4.0%	0%	-2.8%
C/C(=N/NC(=O)c1cc(-c2cccc([N+](=O)[O-])c2)n[nH]1)c1ccc(Cl)cc1	-3%	-1%	1%	3%	-5%	-19	601	-8.6%	4%	3.5%
O=C(Nc1nncs1)c1cccc(S(=O)(=O)N2CCOCC2)c1	3%	-6%	0%	3%	5%	13	838	2.8%	12%	-1.0%
CCCn1c(SCC(=O)Nc2nnc(CC)s2)nnc1-c1ccncc1	nt	-8%	1%	-4%	nt	2	737	-16%	17%	2.0%
FC(F)(F)c1cccc(Cc2noc(CN3CCCCC3c3ccccn3)n2)c1 (stereo not drawn)	0%	-6%	8%	4%	-2%	-3	701	-3.7%	1%	5.2%
Cc1cc(=O)n2[nH]c(-c3cccnc3)nc2n1	2%	-7%	0%	3%	1%	9	703	4.7%	4%	-5.8%
O=C(CSc1nnc(NC(=O)C2CC2)s1)Nc1ccc(F)cc1F	nt	-3%	28%	3%	nt	5	797	nt	1%	nt
CCOc1ccc(-c2nnn(CC(=O)N3CCN(c4ccc(OC)cc4)CC3)n2)cc1OCC	11%	-8%	-1%	1%	7%	nt	nt	-0.8%	-5%	0.8%
COc1cc(/C=C2/C(=N)N3C(=NC2=O)SN=C3S(C)(=O)=O)ccc1OS(=O)(=O)c1ccc(C)cc1	nt	-1%	29%	0%	nt	-1	723	nt	8%	nt
Cc1ccc(OCCn2c(=O)sc3ccccc32)cc1	-7%	0%	6%	0%	9%	12	746	-5.7%	15%	0.2%
Cc1ccc(S(=O)(=O)N(C)CC(=O)OCc2nnc(-c3ccccc3)o2)cc1	-1%	-1%	0%	-4%	-2%	7	745	-6.1%	12%	-3.3%
CC(C)c1nnc(NC(=O)COc2ccc3ccccc3c2)s1	nt	-12%	6%	2%	nt	0	859	nt	7%	nt
NC(=O)/C(=C\c1ccccc1)NC(=O)c1ccc(NC(=O)c2ccccc2)cc1	13%	-1%	12%	6%	0%	7	605	nt	16%	nt
CCOCCn1c(N2CCN(c3ccccc3)CC2)nc2c1c(=O)n(C)c(=O)n2C	1%	-7%	-4%	1%	9%	-12	685	-10%	14%	-0.8%
O=C(NCc1ccccc1Cl)C1CCC(=O)N(CC2CCCCC2)C1 (stereo not drawn)	nt	-7%	3%	13%	nt	30	677	nt	-3%	nt
Cc1ccc(CNCc2ccccc2Cl)cc1	4%	-11%	-3%	3%	4%	-1	734	-8.2%	-10%	0.7%
O=C(CSc1n[nH]c(=O)n1-c1ccc2c(c1)OCCO2)Nc1ccccc1	-7%	-3%	6%	4%	-1%	-4	647	nt	22%	nt
CC(=O)c1ccc(OCC(=O)c2cc(C)n(-c3ccc4c(c3)OCO4)c2C)cc1	-4%	8%	-4%	0%	0%	12	621	-3.0%	42%	7.3%

Three entries from above, as labelled records:
> O=C(NCc1ccccc1Cl)C1CCC(=O)N(CC2CCCCC2)C1 (stereo not drawn)
  M17LAP inhibition = nt	LYP inhibition = -7%	AID2073 = 3%	Siah-1 displacement = 13%	M1AAP inhibition = nt	Hep lipid drop = 30	Hep lipid drop cells 6.5 µM = 677	XIAP antagonists = nt	NOD2 inhibition = -3%	ER stress rescue = nt

> Cc1ccc(S(=O)(=O)N(C)CC(=O)OCc2nnc(-c3ccccc3)o2)cc1
  M17LAP inhibition = -1%	LYP inhibition = -1%	AID2073 = 0%	Siah-1 displacement = -4%	M1AAP inhibition = -2%	Hep lipid drop = 7	Hep lipid drop cells 6.5 µM = 745	XIAP antagonists = -6.1%	NOD2 inhibition = 12%	ER stress rescue = -3.3%

> Cc1ccc(OCCn2c(=O)sc3ccccc32)cc1
  M17LAP inhibition = -7%	LYP inhibition = 0%	AID2073 = 6%	Siah-1 displacement = 0%	M1AAP inhibition = 9%	Hep lipid drop = 12	Hep lipid drop cells 6.5 µM = 746	XIAP antagonists = -5.7%	NOD2 inhibition = 15%	ER stress rescue = 0.2%

(continued)
SMILES	M17LAP inhibition	LYP inhibition	AID2073	Siah-1 displacement	M1AAP inhibition	Hep lipid drop	Hep lipid drop cells 6.5 µM	XIAP antagonists	NOD2 inhibition	ER stress rescue
Cc1cnc(C(=O)Nc2ccc(C(=O)N3CCCCC3)cc2)cn1	-31%	-10%	1%	0%	0%	nt	nt	-4.6%	10%	0.7%
S=C(Nc1ccccn1)Nc1ccccc1Cl	1%	7%	22%	1%	7%	-26	570	-4.9%	-31%	-1.7%
CCN(CC)S(=O)(=O)c1ccc(N/N=C/c2ccccc2OCC(=O)O)c([N+](=O)[O-])c1	4%	8%	0%	-2%	11%	4	723	0.5%	-5%	-0.4%
Cc1ccc(N2C(=O)N(CC(=O)N3CCOCC3)C(=O)C2C)cc1 (stereo not drawn)	5%	-7%	21%	6%	-2%	-4	711	-5.2%	16%	0.7%
NC(=O)COC(=O)/C=C/c1ccc(S(=O)(=O)N2CCCCCC2)cc1	-5%	-2%	-3%	5%	-3%	9	682	-5.4%	-3%	-3.5%
NC(=O)c1ccc(NC(=O)CS(=O)(=O)c2cn(CC(=O)N3CCCCC3)c3ccccc23)cc1	nt	-13%	0%	-1%	nt	-5	879	nt	26%	nt
CCCCC(=O)NC(Nc1cc(C)ccn1)(C(=O)OCC)C(F)(F)F (stereo not drawn)	-9%	0%	21%	4%	7%	nt	nt	-1.6%	29%	-0.8%
CNC(=O)CN1C(=O)C2C3C=CC(C3)C2C1=O (stereo not drawn)	0%	3%	4%	-2%	-1%	2	687	-10%	-8%	0.0%
COCc1ccc(CN2CCCC(C(=O)Nc3ccc(-c4cscn4)cc3)C2)o1 (stereo not drawn)	nt	-1%	1%	0%	nt	0	702	nt	-6%	nt
CCCc1cc(-c2n[nH]c(=S)n2-c2cccc(C)c2)cs1	3%	0%	29%	-3%	-8%	5	768	-4.4%	2%	0.0%
CN(C)Cc1c(O)ccc2c(=O)c(-c3ccc(Cl)cc3)coc12	nt	-6%	41%	-9%	nt	10	796	nt	17%	nt
CC/C(=N\NC(=O)c1nnn(-c2nonc2N)c1-c1ccc2c(c1)OCO2)c1ccccc1	nt	-6%	11%	-5%	nt	12	779	nt	15%	nt
CCOC(=O)C(C)/C(C)=N\Nc1ccc([N+](=O)[O-])cc1[N+](=O)[O-] (stereo not drawn)	2%	4%	-31%	-2%	14%	0	704	-7.1%	-15%	-3.3%
CC(=O)c1cccc(NC(=O)c2ccc3c(c2)CCCC3)c1	nt	-10%	1%	0%	nt	8	734	nt	-72%	nt
Cc1cccc(NC(=O)CNC(=O)N2CC(=O)Nc3ccccc32)c1C	nt	-11%	-1%	19%	nt	-1	720	nt	9%	nt
Cc1cccc(NC(=O)CN2CCSc3ccccc32)c1	16%	4%	-7%	12%	7%	2	651	-16%	-5%	0.0%
Cc1cccc(N2CCN(S(=O)(=O)c3ccc4c(c3)NC(=O)CO4)CC2)c1C	nt	-5%	2%	7%	nt	7	720	nt	27%	nt
O=C(O)c1nccnc1C(=O)Nc1ccc(S(=O)(=O)N2CCOCC2)cc1	2%	-4%	7%	9%	1%	14	674	nt	11%	nt
CCCC(=O)NCCSC	-11%	-10%	9%	-4%	4%	nt	nt	-5.7%	-1%	nt
Cc1c(NC(=O)/C(C#N)=C/c2ccc(-c3ccc(Cl)cc3)o2)c(=O)n(-c2ccccc2)n1C	2%	-4%	-6%	-1%	14%	30	727	-4.7%	-10%	-2.5%
Cc1ccc(C(=O)N2CCCC(CCC(=O)NCc3ccccc3F)C2)cn1 (stereo not drawn)	nt	-9%	8%	-2%	nt	-6	793	nt	9%	nt
COc1ccc(C(=O)NCCc2nnc3ccc(SCC(=O)NCc4ccccc4)nn23)cc1	nt	-8%	-1%	8%	nt	-35	696	nt	15%	nt
COc1ccc(OC)c(C2C(C(=O)c3sc(C)nc3C)=C(O)C(=O)N2CCN2CCOCC2)c1 (stereo not drawn)	-2%	-3%	4%	0%	10%	nt	nt	-5.2%	3%	-0.6%
CN(C)S(=O)(=O)c1cccc(-c2nnc(-c3ccccc3)o2)c1	7%	-6%	-3%	4%	-9%	8	803	-4.8%	-15%	-1.4%
COc1cccc(C(=O)OCC(=O)NCCc2ccccc2)c1OC	-9%	-8%	-2%	-5%	-10%	-2	661	-2.9%	19%	-0.8%
O=C1c2ccccc2NC(c2ccc(-c3cccc([N+](=O)[O-])c3)o2)N1O (stereo not drawn)	2%	2%	20%	-1%	-1%	7	730	-5.7%	12%	-3.2%
NC(=O)NC(CC(=O)NCc1ccc2c(c1)OCO2)c1ccccc1Cl (stereo not drawn)	nt	-6%	23%	-1%	nt	nt	nt	nt	-3%	nt
Cc1ccc2oc(-c3ccc(C)c(NC(=O)Cc4cccs4)c3)nc2c1	8%	-9%	25%	-6%	-3%	nt	nt	-4.7%	-31%	-1.2%
Cc1ccc(S(=O)(=O)Nc2c(C)[nH]c(=O)[nH]c2=O)cc1C	5%	-2%	17%	-1%	6%	-2	667	-6.1%	6%	1.4%

Some of the compounds tested; rates above refer to the full screens.
